Bioassay records deposited in PubChem by National Center for Advancing Translational Sciences (NCATS).
EPAC1 antagonist – blocks human EPAC1 exchange factor | Potency, µM (highest dose often 115 µM), for the others: at the top dose activity change, negative = inhibition, actives largely listed as inhibitors | AID 720709 | actives 0.14% (n = 360,000) | EPAC1 GEF assay, Rap1b-BODIPY-GDP exchange fluorescence | O95398;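 further: potency means the concentration at half of the fitted maximal effect; plate controls were vehicle for no effect and positive control for full effect; nearly all actives have a fitted effect of over 50% in size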
EPAC1 agonist – agonists of human EPAC1. O95398. EPAC1 agonist qHTS, biochemical assay; response scale: 100% = response to 6.5 mM cAMP. Potency, µM (top dose mostly 154 µM), without a hit: at the top dose activation, usual class: activators. actives 0.073% (n = 360,000). AID 720707; further: potency means the concentration at half of the fitted maximal effect; nearly all actives have a fitted effect of over 60% in size
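Nucleotide exchange assay: 100 nM EPAC1 with 250 nM Rap1B loaded with BODIPY-GDP and 50 uM GDP, room temperature. Fluorescence (480/540 nm) read every 5 min for 30 min; signal change normalized to 6.5 mM cAMP as full agonist.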
PLK1 PBD inh – blocks phosphopeptide binding to human PLK1 polo-box domain | Plk1 PBD binding of FITC phosphopeptide, fluorescence polarization | Potency, µM, for the others: max response, negative = inhibition, usual class: inhibitors | actives 2.8% (n = 360,000) | AID 720504; further: potency means the concentration at half of the fitted maximal effect; series mostly up to about 57 µM; on the % scale 0 is the no-effect control and ±100 the full control effect; nearly all actives have a fitted effect of over 65% in size
IL2 activator – IL-2 activation; activation, % (series mostly up to about 46 µM); IL-2 activation reporter assay, cell-based qHTS; stimulated with anti-CD3/CD4/CD28 beads; in transgenic mouse T cells; actives 0.065% (n = 360,000); in the data active means activation above about 50%; inconclusive means mostly about 30% to 49%; further: 0% is about no effect
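First, unstimulated transgenic mouse T cells were exposed to compound for 60 min. Next, anti-CD3/anti-CD4-coated beads with anti-CD28 were added. Finally, after 18 h at 37 degrees C, EGFP and DsRed were imaged.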
CCT chaperon mod – changes cytosolic chaperonin activity; actives 0.3% (n = 360,000); activity change, % (test concentration not listed), hits read low; purified chaperonin ATPase assay, HTRF ADP detection, 30 min; AID 651819; in the data active means activity change below about -30%; further: on the % scale 0 is the no-effect control and ±100 the full control effect
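Enzyme 40 or 20 nM (batch-dependent) in Tris pH 7.4/KCl/MgCl2/DTT; cpd 76 uM single point; ATP 10 uM; 30 min 37 °C; Transcreener ADP HTRF detection, 30 min RT; ratio 665/615.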
PI5P4K alpha inh – blocks human PI5P4K alpha kinase activity; PI5P4Kalpha enzyme, ADP-Glo luminescence, 60 min; active compounds read low; max response, %; actives 1.2% (n = 330,000); active means max response of -50% or lower; inconclusive means between -30% and -50%; inactive means -30% or higher; further: value at the top dose of about 77 µM; on the % scale 0 is the no-effect control and ±100 the full control effect
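Enzyme plus substrate dispensed, test compounds pinned in, then ATP (5 microM final) added. After 60 min at RT, ADP-Glo reagent 1 for 45 min and reagent 2 for 30 min preceded luminescence imaging.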
EPAC2 ag – activates human EPAC2 exchange factor; actives 0.079% (n = 360,000); EPAC2 activation, biochemical qHTS; response scale: 100% = 6.5 mM cAMP response; Potency, µM (top dose mostly 154 µM), for the others: top-dose activation, actives largely listed as activators; further: potency means the concentration at half of the fitted maximal effect; nearly all actives have a fitted effect of over 50% in size
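Exchange assay: 100 nM EPAC2 with 250 nM Rap1B-BODIPY-GDP and 50 uM GDP. Fluorescence (ex 480/em 540 nm) read every 5 min for 30 min at room temperature. Data normalized to 6.5 mM cAMP as agonist control.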
WRN inhibitor – WRN helicase (human) inhibition; Q14191; WRN helicase unwinding, fluorescent forked duplex, kinetic; Potency, µM (doses to about 114 µM), for inactives: top-dose activity change, negative = inhibition, actives largely listed as inhibitors; actives 0.46% (n = 360,000); AID 651768; further: potency means the concentration at half of the fitted maximal effect; on the % scale 0 is the no-effect control and ±100 the full control effect; nearly all actives have a fitted effect of over 55% in size
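Fluorescence dequenching readout, ex 525 nm/em 598 nm, kinetic mode: forked duplex DNA (100 nM final) with adjacent fluorophore and quencher unwound by WRN (20 nM final) with 2 mM ATP. Compound preincubation 15 min, room temperature.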
Starred values were filed as active, the others as inactive; u = inconclusive; x = no result given. Unless noted, the call rests on the fitted dose curve; in most records, active means well fitted curve in the direction sought with a large enough effect; inconclusive means small, poorly fitted or top-dose-only effect, or another doubt; inactive means no such curve, though single readings can be large; an effect the other way counts as inactive or inconclusive.

1) O=C(Nc1ccccc1F)C1CCCN(S(=O)(=O)c2ccc(-n3cnnn3)cc2)C1 (centres undefined)
2) COc1cc(C(c2c(C)[nH][nH]c2=O)c2c(C)[nH][nH]c2=O)cc(Br)c1OC
3) COc1ccc(CN(CC(=O)NCCc2ccccc2)C(=O)CCC(=O)Nc2ccccn2)cc1
4) C/C(CC(=O)Nc1ccc(Cl)c(Cl)c1)=N\NC(=O)Cc1ccccc1
5) O=C(CC1(O)C(=O)c2ccccc2C1=O)c1ccccc1
6) C/C(=N\NC(=O)c1cccc(S(=O)(=O)Nc2cccc(Cl)c2)c1)c1cccs1

entry no.,1,2,3,4,5,6
EPAC1 antagonist,14%,1%,-14%,-1%,3%,-4%
EPAC1 agonist,-10%,14%,13%,-7%,0%,-5%
PLK1 PBD inh,-1%,27µM*,-11%,-3%,-2%,-4%
IL2 activator,-0.1,1.3,-2.6,0.8,-2.3,-2.3
CCT chaperon mod,-0.5,-0.3,-1.2,-4.1,-0.1,3.1
PI5P4K alpha inh,3,8,3,7,-4,-2
EPAC2 ag,-3%,4%,15%,-3%,1%,-5%
WRN inhibitor,14%,-9%,-1%,-8%,6%,-14%

7) O=C(c1cncc(Br)c1)N1CCN(S(=O)(=O)c2ccccc2)CC1
8) CC(OC(=O)CN1C(=O)c2ccccc2C1=O)C(=O)c1ccccc1 (centres undefined)
9) C=CCC1(CC=C)CCCN1C(=O)C1CCC(=O)N(CCc2ccc(Cl)cc2)C1 (centres undefined)
10) COc1ccc(C(=O)N2CCN(C(=O)C3CCCO3)CC2)cc1[N+](=O)[O-] (centres undefined)
11) CCn1c(CCCNC(=O)c2cccs2)nc2ccccc21
12) CN1CCN(c2nc3c(c(=O)n(C)c(=O)n3C)n2Cc2cccc(Br)c2)CC1

entry no.,7,8,9,10,11,12
EPAC1 antagonist,0%,-7%,15%,-1%,8%,-3%
EPAC1 agonist,9%,9%,-6%,3%,-4%,2%
PLK1 PBD inh,-2%,-2%,0%,2%,18%,-18%
IL2 activator,2.4,2.5,-2.8,-0.2,-1.7,-0.2
CCT chaperon mod,-0.9,0.9,1.5,-0.6,0.7,-0.4
PI5P4K alpha inh,-2,-3,4,-2,-5,2
EPAC2 ag,1%,8%,-14%,0%,-1%,12%
WRN inhibitor,-1%,-3%,5%,8%,-3%,12%

Entries 5–9 of the list above:
5) O=C(CC1(O)C(=O)c2ccccc2C1=O)c1ccccc1
6) C/C(=N\NC(=O)c1cccc(S(=O)(=O)Nc2cccc(Cl)c2)c1)c1cccs1
7) O=C(c1cncc(Br)c1)N1CCN(S(=O)(=O)c2ccccc2)CC1
8) CC(OC(=O)CN1C(=O)c2ccccc2C1=O)C(=O)c1ccccc1 (centres undefined)
9) C=CCC1(CC=C)CCCN1C(=O)C1CCC(=O)N(CCc2ccc(Cl)cc2)C1 (centres undefined)

entry no.,5,6,7,8,9
EPAC1 antagonist,3%,-4%,0%,-7%,15%
EPAC1 agonist,0%,-5%,9%,9%,-6%
PLK1 PBD inh,-2%,-4%,-2%,-2%,0%
IL2 activator,-2.3,-2.3,2.4,2.5,-2.8
CCT chaperon mod,-0.1,3.1,-0.9,0.9,1.5
PI5P4K alpha inh,-4,-2,-2,-3,4
EPAC2 ag,1%,-5%,1%,8%,-14%
WRN inhibitor,6%,-14%,-1%,-3%,5%

More structures:
13) CCC(=O)N1CCN(c2cc(NCC3CCCO3)c(F)cc2[N+](=O)[O-])CC1 (centres undefined)
14) Cc1ccc(C)c(NC(=O)CN(C)C(=O)c2ccc3c(=O)n4c(nc3c2)CCC4)c1
15) COc1cccc(C2CC(c3ccc(Cl)cc3)n3nc(N)nc3N2)c1 (centres undefined)
16) Cc1ccc(SCc2noc(C(=O)NCC3CCCO3)c2C(=O)O)cc1C (centres undefined)
17) Oc1ccc[n+](CCCCC[n+]2cccc(O)c2)c1
18) O/N=C(\Cc1cscn1)c1ccc(O)cc1O

entry no.,13,14,15,16,17,18
EPAC1 antagonist,-3%,4%,-14%,-4%,-20%,1%
EPAC1 agonist,-3%,5%,-2%,-16%,-5%,6%
PLK1 PBD inh,-3%,2%,21µM*,-14%,-12%,1%
IL2 activator,-3.6,-0.5,-1.5,0.3,-0.3,1.7
CCT chaperon mod,-0.3,-3.1,2.0,-2.1,-2.9,5.8
PI5P4K alpha inh,2,0,-6,-21,1,x
EPAC2 ag,2%,-1%,10%,8%,11%,2%
WRN inhibitor,7%,3%,-1%,-1%,3%,-3%

19) CCCc1nc2c3ccccc3ccn2c1Cc1cccc(F)c1
20) Cc1ccc(C)n1-c1nn(S(=O)(=O)c2ccccc2)c2cccc(F)c12
21) N#CN=C1SCCS1
22) OCCN=C1CCCc2c1[nH]c1ccc(Br)cc21
23) NC(=O)CC(NC(=O)c1cccc(Br)c1)c1ccc(NCC2CC2)c([N+](=O)[O-])c1 (centres undefined)
24) Cc1ccc(NC(=O)CN(C)C(=O)COC(=O)CCS(=O)(=O)c2ccc(C)cc2)cc1

entry no.,19,20,21,22,23,24
EPAC1 antagonist,-9%,-7%,-9%,0%,-1%,-16%
EPAC1 agonist,3%,10%,-11%,0%,-17%,6%
PLK1 PBD inh,-1%,-18%,3.4µM*,-11%,0%,1%
IL2 activator,0.0,-0.7,-3.0,0.9,0.3,3.4
CCT chaperon mod,0.5,0.3,0.5,-1.6,-5.7,-0.9
PI5P4K alpha inh,-15,2,-54*,-4,3,4
EPAC2 ag,16%,19%,-1%,-3%,-3%,6%
WRN inhibitor,-19%,-7%,u,4%,0%,-18%

25) COC(=O)c1c(NC(=O)CN2CCC(C(N)=O)CC2)c2c(C)cccc2n1C
26) CCOc1ccccc1-c1nc(-c2cccc(Br)c2)no1
27) CN(C)C(=O)c1ccc(NC(=O)c2cc(-n3cnnc3)ccc2Cl)cc1
28) Cc1ccccc1CS(=O)(=O)CCC(=O)NCCN1CCN(c2cccc(Cl)c2)CC1
29) O=c1nc(SCc2cccc(C(F)(F)F)c2)nc2ccccn12
30) CC(/C=N/NC(=O)c1ccncc1)=C\c1ccc(C(C)C)cc1

entry no.,25,26,27,28,29,30
EPAC1 antagonist,-2%,11%,7%,14%,-4%,-5%
EPAC1 agonist,7%,5%,4%,4%,2%,-1%
PLK1 PBD inh,-14%,-7%,17µM*,-11%,-1%,-6%
IL2 activator,-0.3,-2.7,0.0,-0.6,-0.6,1.6
CCT chaperon mod,-4.4,-2.3,0.5,-3.5,0.8,-2.4
PI5P4K alpha inh,9,x,4,-5,5,x
EPAC2 ag,6%,12%,4%,6%,6%,1%
WRN inhibitor,12%,1%,-2%,5%,-10%,-7%

31) O=C(c1cccc(S(=O)(=O)Nc2ccc(F)cc2)c1)N1CCOCC1
32) COc1ccc(C2C(C(C)=O)=C(O)C(=O)N2c2ccc(C)cc2)cc1 (centres undefined)
33) COc1cc(NC(=O)C2CC(c3ccccc3O)=NO2)c(OC)cc1Cl (centres undefined)
34) CCOC(=O)C(=CNc1ccc(-c2ccco2)c(Cl)c1)C(=O)OCC
35) C/C(CC(=O)NC(C)c1ccccc1)=N\NC(N)=S (centres undefined)
36) COc1ccc(-c2cnc3c(NC=O)cc(-c4cccc(NS(C)(=O)=O)c4)cn23)cc1OC

entry no.,31,32,33,34,35,36
EPAC1 antagonist,-23%,3%,-11%,-14%,10%,-3%
EPAC1 agonist,11%,-21%,1%,-5%,4%,-8%
PLK1 PBD inh,-12%,3%,-16%,-18%,3%,-7%
IL2 activator,0.3,-3.1,-0.9,0.6,0.7,-1.0
CCT chaperon mod,1.6,1.3,-2.0,-1.3,-2.0,-0.4
PI5P4K alpha inh,-2,-11,-2,-15,0,u
EPAC2 ag,9%,11%,4%,10%,4%,10%
WRN inhibitor,2%,6%,16%,-10%,-3%,-22%

37) CCc1nnc(SC(C)C(=O)Nc2nccs2)n1C (centres undefined)
38) CC(Oc1cccc(Br)c1)C(=O)Nc1cccc(S(=O)(=O)N2CCOCC2)c1 (centres undefined)
39) COC(=O)[C@]12CCCCC=C1N(Cc1ccco1)C(=O)[C@H](CC(=O)NCc1cccc3ccccc13)C2
40) COc1ccc(C(C(=O)NCC2CCCO2)N(C(=O)CNC(=O)c2cccs2)c2ccc(C)cc2)cc1OC (centres undefined)
41) c1ccc(-c2ncnc3cc4n(c23)CCC4)cc1
42) COc1ccc(CNC(=O)COC(=O)c2ccc(Br)c(S(=O)(=O)N3CCOCC3)c2)cc1

entry no.,37,38,39,40,41,42
EPAC1 antagonist,4%,-5%,-11%,-19%,-15%,-12%
EPAC1 agonist,-3%,14%,0%,8%,0%,-6%
PLK1 PBD inh,-15%,2%,-7%,-6%,-10%,-2%
IL2 activator,-0.6,-5.6,-0.3,-0.8,0.7,1.2
CCT chaperon mod,-4.9,1.6,1.7,-1.0,0.0,-1.8
PI5P4K alpha inh,-2,5,-8,-1,4,5
EPAC2 ag,9%,14%,9%,6%,6%,5%
WRN inhibitor,11%,-13%,-5%,-2%,1%,-3%

43) S=c1[nH]ncn1/N=C/c1ccccc1
44) Cc1cc(C)cc(NC(=O)CSc2nnc(Cc3cccn3C)n2-c2ccc(F)cc2)c1
45) COc1ccc(NC(=O)c2cc3n(n2)C(C(F)(F)F)CC(c2ccc4c(c2)OCO4)N3)cc1OC (centres undefined)
46) C[C@H]1CN([C@@H](C)CO)C(=O)Cc2cc(NS(C)(=O)=O)ccc2O[C@@H]1CN(C)Cc1ccc(Cl)c(Cl)c1
47) O=C(Nc1ccc2[nH]ncc2c1)c1ccccc1
48) CCOc1ccc(C(=O)NCC2OCCc3ccccc32)cc1 (centres undefined)

entry no.,43,44,45,46,47,48
EPAC1 antagonist,5%,-11%,-14%,-8%,-5%,6%
EPAC1 agonist,5%,-4%,13%,10%,5%,0%
PLK1 PBD inh,-8%,0%,5%,-7%,3%,-4%
IL2 activator,-0.1,-2.7,2.1,-0.2,0.1,-1.2
CCT chaperon mod,-1.4,-0.7,-0.3,-2.4,-1.9,-4.8
PI5P4K alpha inh,1,1,x,2,-2,x
EPAC2 ag,-5%,4%,8%,3%,17%,9%
WRN inhibitor,-8%,2%,-12%,0%,11%,-4%

Only part of the results is shown; rates above refer to the full screens.
